Compound activity from PubChem.
TAG inh = inhibitors of triacylglycerol accumulation, primary screen, cell-based, uHTS, fluorescence, H9c2 | H9c2 cells, Nile Red lipid (TAG) fluorescence; cells loaded with 200 µM oleic acid | inhibition, % at 12.5 µM | 0.66% of 230,000 active | AID 651582, 2012;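 active = pattern-corrected inhibition of lipid staining of at least 50% with the nuclear-stain viability signal not falling by more than 50%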;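 note: 0% = DMSO wells and 100% = triacsin C control wells; some results filed as inactive read as strong as hits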
TAG inh DAPI viability = recorded beside TAG inh, whose call it bears; DAPI nuclei signal change (viability), lower = more cytotoxic, %;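 whole-well DAPI fluorescence read on a plate reader as a viability signal; minus 50 percent equals half of cells still viable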
* hit, by the source's call. Not all compounds are listed. The share of hits here may be higher or lower than overall.

SMILES | TAG inh | TAG inh DAPI viability
CC(=O)NC1(c2cccc(F)c2)CCN(CC(=O)NC2CCCCC2)CC1 | -23 | 10
Cn1c(-n2c(CCCN3C(=O)c4ccccc4C3=O)nc3ccccc3c2=O)nc2ccccc21 | 5 | -2
CCN(CC(=O)Nc1ccccc1OC)C(=O)C1CCC1 | -4 | 2
O=C(COC(=O)Cc1ccc(S(=O)(=O)N2CCOCC2)s1)Nc1ccccc1 | -13 | 3
O=C(CCS(=O)(=O)c1ccc(Br)cc1)N1CCN(c2ccccc2F)CC1 | 18 | 2
Cc1cccc(C2c3[nH]c4ccccc4c3CCN2C(=O)c2cc3c([nH]c2=O)CCCC3)n1 (configuration not stated) | -8 | 4
CCOC(=O)C1=C(C)N(Cc2ccccc2)C(=O)NC1c1ccc(OC)cc1 (configuration not stated) | -17 | -8
C/C(=N\NC(=O)COc1ccc(C)cc1C(C)C)c1cc2ccccc2o1 | 7 | -3
CCOc1ccccc1NC(=O)C1CCCN1C(=O)OCc1ccccc1 (configuration not stated) | -20 | -3
Cc1ccc(CN(C)C(=O)c2cccc(S(=O)(=O)N3CCCC3)c2)o1 | -9 | 0
Cc1cc(NC(=O)C2CC=CCC2C(=O)O)no1 (configuration not stated) | 5 | 7
Cc1ccc2cc(CN(CCc3ccccc3)C(=S)NCCCN(C)C)c(=O)[nH]c2c1 | 5 | 12
CCCCCCN1C[C@H](O)[C@@H](n2cc(C3CC3)nn2)C[C@@H]1c1ccc(C)cc1 | -14 | 19
CC1(C(=O)NS(=O)(=O)c2cccc(C#N)c2)CCN1C(=O)C1(c2ccc(Cl)cc2)CC1 (configuration not stated) | 9 | -14
CCOn1c(=O)c(-c2cc3ccccc3o2)[n+]([O-])c2ccccc21 | 0 | 9

Ordered by length of the SMILES (descending): seven of the compounds above.
SMILES | TAG inh | TAG inh DAPI viability
CC1(C(=O)NS(=O)(=O)c2cccc(C#N)c2)CCN1C(=O)C1(c2ccc(Cl)cc2)CC1 (configuration not stated) | 9 | -14
Cc1cccc(C2c3[nH]c4ccccc4c3CCN2C(=O)c2cc3c([nH]c2=O)CCCC3)n1 (configuration not stated) | -8 | 4
CCCCCCN1C[C@H](O)[C@@H](n2cc(C3CC3)nn2)C[C@@H]1c1ccc(C)cc1 | -14 | 19
Cn1c(-n2c(CCCN3C(=O)c4ccccc4C3=O)nc3ccccc3c2=O)nc2ccccc21 | 5 | -2
CCOC(=O)C1=C(C)N(Cc2ccccc2)C(=O)NC1c1ccc(OC)cc1 (configuration not stated) | -17 | -8
CCOn1c(=O)c(-c2cc3ccccc3o2)[n+]([O-])c2ccccc21 | 0 | 9
CCN(CC(=O)Nc1ccccc1OC)C(=O)C1CCC1 | -4 | 2

Two of these compounds, reformatted:
The line under a structure holds: TAG inh | TAG inh DAPI viability
- Cc1cc(NC(=O)C2CC=CCC2C(=O)O)no1 (configuration not stated)
→ 5 | 7
- CCCCCCN1C[C@H](O)[C@@H](n2cc(C3CC3)nn2)C[C@@H]1c1ccc(C)cc1
→ -14 | 19

Other results:
SMILES | TAG inh | TAG inh DAPI viability
COc1ccc(Br)cc1C1SCCN1S(C)(=O)=O (configuration not stated) | 2 | -4
CCOc1ccc(-c2cc(C(=O)NCCCn3ccnc3)c3cc(Br)ccc3n2)cc1 | 23 | 30
Cc1ccsc1/C=N/NC(=O)Cn1nc(C)c([N+](=O)[O-])c1C | -13 | 0
COc1ccc(CN2CCCCCC2)cc1OC | -14 | 14
CCN1C(=O)c2ccccc2S(=O)c2ccc(C(=O)N3CCCC3)cc21 (configuration not stated) | -4 | -2
CNc1cc(-c2cccc(N(C)C)c2)ncn1 | 1 | 0
Cc1nc(N2CCN(Cc3ccc4c(c3)OCO4)CC2)nc2c1C(=O)CC(c1ccco1)C2 (configuration not stated) | 8 | 9
CCc1nnc(NS(=O)(=O)c2ccc(NCc3cc(Cl)cc(Cl)c3O)cc2)s1 | 11 | 0
CCOc1cccc(NC(=O)c2cccc(F)c2)c1 | -19 | -1
Fc1cnc(N2CCc3ccccc32)nc1N1CCc2ccccc21 | 17 | 42
COC(=O)C(=O)C1CCc2c(Cl)cc(OC)c(OC)c2C1=O (configuration not stated) | 14 | -8
CC1CCCCC1NC(=S)NC(=O)c1ccccc1Br (configuration not stated) | -14 | 8
C[C@]12C=CC(=O)C=C1CC[C@@H]1C2=CC[C@]2(C)[C@@H](C(=O)CN3CCN(c4cc(N5CCCC5)nc(N5CCCC5)n4)CC3)CC[C@@H]12 | 17 | 9
COc1ccc(CC2C(=O)NC(C)C(=O)N(C)C3Cc4ccc(cc4)Oc4cc(ccc4O)CC(C(=O)NC(C)C(=O)NC(C)C(=O)N2C)N(C)C3=O)cc1 (configuration not stated) | 111 | -84
CCOc1ccccc1N1CCN(CC(=O)Nc2ccccc2C(=O)NC2CC2)CC1 | 5 | -3

Already shown: six of the compounds above.
SMILES | TAG inh | TAG inh DAPI viability
CC(=O)NC1(c2cccc(F)c2)CCN(CC(=O)NC2CCCCC2)CC1 | -23 | 10
Cn1c(-n2c(CCCN3C(=O)c4ccccc4C3=O)nc3ccccc3c2=O)nc2ccccc21 | 5 | -2
CCN(CC(=O)Nc1ccccc1OC)C(=O)C1CCC1 | -4 | 2
O=C(COC(=O)Cc1ccc(S(=O)(=O)N2CCOCC2)s1)Nc1ccccc1 | -13 | 3
O=C(CCS(=O)(=O)c1ccc(Br)cc1)N1CCN(c2ccccc2F)CC1 | 18 | 2
Cc1cccc(C2c3[nH]c4ccccc4c3CCN2C(=O)c2cc3c([nH]c2=O)CCCC3)n1 (configuration not stated) | -8 | 4

The listing continues.
SMILES | TAG inh | TAG inh DAPI viability
C=CCOc1ccccc1CN1CCC(n2nccc2NC(=O)C2CC2)CC1 | -3 | 6
CC(C)OCCCNC(=O)CN1C(=O)COc2ccc(S(=O)(=O)N3CCCCCC3)cc21 | 8 | -9
Cc1ccc(-c2nn(-c3ccccc3)cc2C(=O)OCC(=O)Nc2ncc(Cl)cc2Cl)cc1 | 2 | -1
Cc1cc(C)n(-c2ccc(C(=O)N3CCN(c4ccccn4)CC3)cc2)n1 | 17 | -4
CCOC(=O)C1=C(Nc2ccccc2)OCC1=O | 7 | 4
COc1ccccc1Cn1c(=O)oc2ccccc21 | -11 | 9
NC(=O)N\N=C/C=C/C=C/c1ccc(F)cc1 | 15 | -8
COc1cccc(NC(=O)c2ccc(-c3ccc([N+](=O)[O-])cc3)o2)c1 | -15 | 3
CC(NS(=O)(=O)c1ccccc1)C(=O)NC1CCCC1 (configuration not stated) | 9 | 0
CCOC(=O)C1CCCN(c2c(Nc3cc(C)cc(C)c3)c(=O)c2=O)C1 (configuration not stated) | -3 | 7
CN1CCN(c2ncccc2S(=O)(=O)N2CCCCC2)CC1 | 1 | -1
CC1=C(C(=O)Nc2ccccc2F)C(c2cccs2)NC(=S)N1 (configuration not stated) | 4 | -18
COc1ccc(C2=Cc3ccc(OC(C)=O)cc3OC2)cc1 | 4 | -1
Cc1ccccc1Nc1nc(N)nc(COc2ccc(C#N)cc2)n1 | -19 | -9
CN1C(c2ccccc2)CCOS1(=O)=O (configuration not stated) | -7 | 6

Additional compounds follow:
SMILES | TAG inh | TAG inh DAPI viability
Cc1ccc2nc(NC3=NCN(Cc4cccnc4)CN3)nc(C)c2c1 | -35 | 4
Cc1cc(-c2ccccc2)nc2[nH]n(-c3ccccc3)c(=O)c12 | -23 | 5
CC(=O)NC1CCN(C(=O)N2CCCC2)CC1 | -1 | -3
O=C(NC(Cc1ccccc1)C(=O)O)/C(=C\c1ccccc1)NC(=O)c1ccc(Br)o1 (configuration not stated) | 9 | -1
CCOc1ccc(NC(=O)COC(=O)CN2CCCCCC2=O)cc1 | -18 | 2
O=c1[nH]cc(S(=O)(=O)N2CCN(c3cccc(C(F)(F)F)c3)CC2)c(=O)[nH]1 | -1 | -4
CCOC(=O)c1cccc(NC(=O)CSc2nnc(COc3ccc(Cl)cc3)o2)c1 | 3 | -7
COc1cccc(OCc2nnc(SCC(=O)NCc3ccco3)n2C)c1 | 2 | -16
COc1ccccc1N(C)S(=O)(=O)c1ccc(C(=O)N(C)Cc2cccc(OC)c2OC)cc1 | -13 | 2
O=C(CCSc1ccc(Cl)cc1)N1CCOCC1 | -6 | 2
COCCn1c(Cc2ccccc2)nnc1SCC(=O)N1CCCCC1C (configuration not stated) | -12 | -9
Clc1cc(Cl)cc(CN2CCSCC2)c1 | 8 | -5
CNC(=O)CSc1nnc(-c2ccc3c(c2)OCO3)n1C | -10 | 13
CCCn1c(N)c(N(CCOC)C(=O)c2cc3c(s2)CCCCC3)c(=O)[nH]c1=O | 3 | 0
Cc1ccc(O)c(C(=O)c2cnn(C(=O)COc3ccc(Cl)cc3)c2)c1 | -11 | 23

(next part)
SMILES | TAG inh | TAG inh DAPI viability
C=C(C)c1cccc(C(C)(C)NC(=O)Nc2ccc(C(C)=O)cc2)c1 | -15 | 0
COc1ccc(Cl)cc1NC(=O)c1cnc2sccn2c1=O | 8 | 14
COc1cc2c(cc1OC)CN(CC(=O)Nc1ccc(Cl)c(S(=O)(=O)N(C)C)c1)CC2 | -6 | 6
CCC(CC)C(=O)N(C)c1c(C)nc2c(OCC(=O)C(C)(C)C)cccn12 | 10 | -2
C=CCNC(=O)NC(=O)c1csc([N+](=O)[O-])c1 | -22 | 18
Cc1ccc(-c2nnn(CC(=O)NCCC3=CCCCC3)n2)cc1 | -21 | 2
O=C(Nc1c2c(nc3c1CCC3)CCCC2)c1ccccn1 | -8 | 5
Cc1ccccc1NS(=O)(=O)c1cc(C(=O)Nc2cccnc2)ccc1C | 0 | -1
CCN(CCCNC(=O)CCNC(=O)Cn1ccc2ccccc2c1=O)c1ccccc1 | -10 | 14
Cc1c(C(C)(C)O)[nH]c2ccc(C(F)(F)F)cc12 | -7 | 16
CCOC(=O)C(=O)Nc1ccccc1C#N | -2 | -3
COc1ccc(CNC2C[C@H]3CCCC(=O)N4CC[C@@H](C2)[C@@H]34)cc1 (some centres not stated) | 10 | -1
O=C(c1ccc(NC(=S)NCc2ccco2)cc1)N1CCOCC1 | 8 | -8
CC(=O)Cc1nsc(Nc2ccc(C)cc2)n1 | -8 | 4
COc1ccc(C2CC2/C(C)=N/OC(=O)c2cccs2)cc1 (configuration not stated) | 6 | -7

Next part.
SMILES | TAG inh | TAG inh DAPI viability
Cn1c2ccccc2c2ccc3c(c21)C(=O)C=CC3=O | 19 | -13
CCCNC(=O)C1(C)CCCN(C(=O)c2c(F)ccc(C)c2F)C1 (configuration not stated) | 8 | 1
C=CCCC(=O)N1C[C@H]2CON(C)[C@H]2C[C@H]1c1cccc(Oc2ccccc2)c1 | -8 | -1
C/C(=C\c1cccs1)C(=O)c1c(C)cc(C)[nH]c1=O | 2 | -8
O=C(COC(=O)/C=C/c1ccccc1)NC1CC1 | 4 | 4
Oc1ccc(F)c2cccnc12 | 19 | -2
CCCCn1nnc(NC(=O)COc2cc(C)ccc2C(C)C)n1 | 12 | 6
COc1cc(C(=O)Nc2ccc(S(=O)(=O)Nc3ncccn3)cc2)c([N+](=O)[O-])cc1OC | -4 | -5
CCOC(=O)C1CCN(C(=O)CN(Cc2ccc(Cl)cc2)S(C)(=O)=O)CC1 | 5 | 9
O=C(O)[C@H]1Cc2ccccc2CN1S(=O)(=O)c1ccc(F)cc1 | 5 | -2
O=C(Cn1ncc2c3ccccc3n(Cc3ccc(F)cc3)c2c1=O)N1CCN(c2ncccn2)CC1 | -13 | -5
CCOC(=O)[C@H]1[C@H]2COc3cc(OC)ccc3[C@@H]2N2C(=O)CN(C)C(=O)[C@@]12C | -5 | -4
COC(=O)Cc1ccc(NC(=S)N2CCN(CCO)CC2)cc1 | 11 | -9
CCOC(=O)C1(Cc2ccc(Cl)cc2)CCN(C(=O)C2CCCO2)CC1 (configuration not stated) | 10 | 0
CC(Sc1ncn[nH]1)C(=O)NCc1ccccc1 (configuration not stated) | -5 | 4

Remaining list, next part.
SMILES | TAG inh | TAG inh DAPI viability
Cc1cc(C)c(NC(=O)COC(=O)C2=COCCO2)c(C)c1 | -15 | 17
CC(C)c1ccc(S(=O)(=O)Nc2ccc(O)c(Sc3ncn[nH]3)c2)cc1 | 12 | -4
CC(C)[C@@H]1NC(=O)c2cc([N+](=O)[O-])cc(I)c2OCC[C@@H](C(N)=O)NC(=O)[C@H](CCC(=O)O)NC1=O | -4 | -3
CC(C)CNC(=S)N1CCC(Cc2ccccc2)CC1 | -3 | 4
Cc1ccc(C(=O)NC2CCN(C(=O)N3CCOCC3)CC2)cc1 | 0 | 7
CSCCC(NC(=O)c1ccco1)C(=O)N1CCCC(C(F)(F)F)C1 (configuration not stated) | 7 | -3
O/N=C/c1ccn(-c2ccc(Br)cc2)c1 | 5 | 5
CC(C)(O)CN(CCCNC(=S)Nc1ccccc1)C(=S)Nc1ccccc1 | -1 | 1
Cc1ccc(CNC(=S)N(C)C)cc1 | -19 | 2
